12-LOX inh: Primary qHTS assay for inhibitors of human arachidonate 12S-lipoxygenase (ALOX12): Round 2 | Polyunsaturated fatty acid lipoxygenase ALOX12 (Homo sapiens), P18054 | purified 12hLO, xylenol orange hydroperoxide absorbance | Potency, µM (doses to about 108 µM), for the others: at the highest dose activity change, negative = inhibition, usual class: inhibitors | hit rate 1.1% among 580,000; active means well fitted inhibition curve with a large enough effect; inconclusive means small, poorly fitted or top-dose-only effect, or another doubt; inactive means no such curve, though single readings can be large or run the other way
Target sequence (P18054 whole entry, looked up): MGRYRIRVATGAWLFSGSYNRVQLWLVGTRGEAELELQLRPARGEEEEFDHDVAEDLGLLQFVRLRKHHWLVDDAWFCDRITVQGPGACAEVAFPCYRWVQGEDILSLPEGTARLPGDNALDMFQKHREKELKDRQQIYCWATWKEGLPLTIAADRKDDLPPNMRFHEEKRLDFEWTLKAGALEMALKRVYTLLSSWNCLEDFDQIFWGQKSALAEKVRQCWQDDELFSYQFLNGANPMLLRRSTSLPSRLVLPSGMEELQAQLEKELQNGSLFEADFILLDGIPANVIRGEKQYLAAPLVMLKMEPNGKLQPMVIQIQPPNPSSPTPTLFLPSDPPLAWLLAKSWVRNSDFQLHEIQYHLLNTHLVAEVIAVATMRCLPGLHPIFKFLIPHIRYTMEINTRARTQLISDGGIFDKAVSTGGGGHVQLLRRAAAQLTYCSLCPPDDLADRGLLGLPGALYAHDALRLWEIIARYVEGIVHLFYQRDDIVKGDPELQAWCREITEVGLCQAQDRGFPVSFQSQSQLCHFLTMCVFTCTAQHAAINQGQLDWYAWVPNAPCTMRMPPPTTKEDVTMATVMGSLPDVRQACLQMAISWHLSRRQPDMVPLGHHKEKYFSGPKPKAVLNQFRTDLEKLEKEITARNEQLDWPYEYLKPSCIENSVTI
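Hydroperoxide product was detected by ferrous iron/xylenol orange as the 573 to 405 nm absorbance ratio. Arachidonic acid at 40 uM (final) was turned over for 30 min at room temperature by 150 nM human 12hLO, pH 7.0 Hepes buffer, after 15 min compound preincubation.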
Starred values were filed as active, the others as inactive; ? = inconclusive; [ ] = another dose, or the depositor's remark. On the % scale 0 is the no-effect control and ±100 the full control effect; potency means the concentration at half of the fitted maximal effect. Only part of the results is shown; count on the stated rates, not on these rows.

nr	SMILES	12-LOX inh
1	Cc1nc2c(c(-c3ccc(O)cc3)n1)CN(Cc1ccc(F)cc1)CC2	-12.0%
2	O=C(Nc1ccc2c(N3CCCCC3)ncnc2c1)c1ccc(F)cc1	-0.9%
3	Cc1oc(-c2ccccc2)nc1CC(=O)Nc1ccccc1F	7.6%
4	COCC(=O)N(C)C(C)c1cccs1 (configuration not stated)	27.9%[176 µM]
5	CCOc1ccc(NC(=O)Nc2ccc3nc(N4CCOCC4)cc(C)c3c2)cc1	-2.8%
6	CCOc1ccc(NC(=O)CN2C=C(C(=O)OC)C(C)=NS2(=O)=O)cc1	0.4%
7	O=C(c1cccc2[nH]ccc12)N1CCC(N2C(=O)C(OCC3CC3)C23CCOCC3)CC1 (configuration not stated)	-0.9%
8	Clc1sc(C=Nc2cccc3ccccc23)c(Cl)c1Cl	6.5%
9	COc1ccc([C@H]2C[C@@H](O)[C@@H](O)[C@@H]2NCc2nc3ccccc3n2C)cc1	55.3%[activator][176 µM]
10	CCCCCCCCC(=O)Nc1cccc(C)c1C	22.7%
11	N#Cc1ccc(CN2CCC3(CC2)CCN(C(=O)c2cc(C(F)(F)F)cc(C(F)(F)F)c2)CC3)cc1	-2.4%[57.4 µM]
12	O=C(COC(=O)c1ccccc1)c1ccc(-c2ccccc2)cc1	8.6%
13	O=C1CCCc2c1cc(C(=O)NC1CCCCCC1)c(=O)n2-c1ccc(C(F)(F)F)cc1	-22.4%
14	O=C1CC(c2cccc(Br)c2)c2cc(Br)c3ccccc3c2N1 (configuration not stated)	0.6%
15	COc1cc(OC)nc(N2C[C@H]3OC(=O)N(CCN4CCCCC4)[C@H]3C2)n1	-18.5%
16	COc1cccc(OC2CN(C(=O)c3[nH]c4c(C)cc(C)cc4c3C)C2)c1	?
17	COc1ccccc1C(=O)N1CCN(c2oc(-c3ccc(F)cc3)nc2C#N)CC1	3.5%
18	Cc1ccc(-c2cc(C(=O)N3CCN(C(=O)c4ccc(Br)o4)CC3)[nH]n2)cc1C	-2.4%
19	COc1ccc2c(c1)C(C[C@H]1CN(C(=O)C3CC3)CC[C@H]1CC(=O)O)=NCC2	?
20	COc1ccc(-c2ccc(C(=O)O)cc2)cc1	-26.2%
21	CCc1cnc(N)nc1NCc1nc(C(=O)NC)no1	26.4%
22	O=C(CCCc1ccccc1)NCC1CCCO1 (configuration not stated)	?
23	CSCC(=O)N1CCC(C2CCNC2)CC1 (configuration not stated)	24.7%
24	Cc1ccc(C(=O)N(Cc2ccco2)C2CC2)o1	-52.5%
25	O=C(Nc1ccccc1)N[C@H]1[C@H](O)[C@@H](N2CCCC2)[C@@H]2OC[C@H]1O2	-0.9%[176 µM]
26	COc1ccc(NC(=O)c2ncoc2-c2ccc(OC)c(OC)c2)cc1	-0.4%
27	O=C1NCCOCCN(S(=O)(=O)c2cccc3cccnc23)[C@@H]2CCCC[C@H]12	?
28	COCCn1c2c(c(=O)[nH]c1=O)C(c1ccccc1Cl)C1=C(N2)c2ccccc2C1=O (configuration not stated)	?
29	CCOCCN1C(=O)COC[C@@H]1[C@H](O)c1ccc(NC(=O)c2ccco2)cc1	15.4%[176 µM]
30	CN(C)c1ncnc2sc3c(c12)CCN(Cc1ccncc1)C3	402.1%[activator]

Results in sequence from the list.
Entries 25–28 in 12-LOX inh, in turn: -0.9%[176 µM], -0.4%, ?, ?

(next part)
nr	SMILES	12-LOX inh
31	Cc1[nH]cnc1CN1CCCC(c2[nH]ncc2Cc2ccccc2)C1 (configuration not stated)	117.7%[activator]
32	CCCCN(CCCC)Cc1cc(=O)oc2cc(C)c(O)cc12	39.8µM*
33	Fc1cc(Cl)ccc1C1c2nc[nH]c2CCN1Cc1ccccn1 (configuration not stated)	139.5%[activator]
34	CN1CCN(C(=O)c2cccc(C(F)(F)F)c2)CC1	-6.7%
35	CC1=C(C(=O)Nc2cc(C)ccc2C)C(c2cccc3ccccc23)NC(=S)N1 (configuration not stated)	?
36	Cc1ccc(C(=O)C(C)OC(=O)c2cccc(N(C)C)c2)cc1 (configuration not stated)	-53.2%
37	Cc1cccc(CNc2nc3cnc(-c4cccc(F)c4)cc3n2C)c1	-0.8%
38	Cc1ccc(NC(=O)Cn2ccn3nc(-c4ccccc4)c(CO)c3c2=O)c(C)c1	?
39	O=C(CN1N=C(c2ccccc2)c2cc(Cl)ccc2S1(=O)=O)Nc1ccc(F)cc1F	19.9%
40	CN(C)C[C@@H]1CN(c2ncccn2)C[C@H]1NC(=O)c1ccccc1C(F)(F)F	4.8%
41	O=C(Cn1cccn1)N1CC[C@@H]2[C@@H](CCC(=O)N2CCc2cnc[nH]2)C1	49.8%[activator]
42	NC[C@H]1O[C@@H]2C[C@@H](CC(=O)N3CCOCC3)O[C@@H]2[C@@H]1O	?
43	Cc1nc2cc(NC(=O)c3cccc(OC(F)F)c3)ccc2o1	24.0%
44	Cc1ccc(C)c(Cn2c(N3CCC(C(=O)N4CCC5(CC4)OCCO5)CC3)nc3ccccc32)c1	-0.9%
45	Cn1c(=O)c2c(nc(N3CCCC3)n2Cc2cccc(Br)c2)n(C)c1=O	3.1%
46	Cc1ccc(-c2nc(SCc3cc(=O)n4nc(C5CC5)sc4n3)n[nH]2)cc1	?
47	Cc1ccc(N(Cc2cc(=O)[nH]c3ccccc23)C(=O)c2ccncc2)cc1	?
48	CN(c1ccccc1)c1ccc2nnc(-c3cc(C(=O)Nc4ccn(C)n4)ccn3)n2n1	15.7%[176 µM]
49	COc1cc(OC)cc(C(=O)N2CCC3(CC2)N(c2ccccc2)C(=O)CS3(=O)=O)c1	12.1%
50	O=C1N(Cc2ccccc2F)CCOC12CCN([S+](=O)([O-])c1cccnc1)CC2	4.2%[176 µM]
51	O=C(N1c2ccccc2CC1c1nnc(C2CCOCC2)o1)C1(c2ccccc2)CC1 (configuration not stated)	13.8%
52	C#CCN1CCN(c2ccc(C#N)cc2F)CC1	-18.5%
53	COc1cccc(CN2C[C@@H](CO)[C@H](C3CCN(C(C)=O)CC3)C2)c1	19.8%
54	N#Cc1cccc(-c2cn3c(n2)N(C(=O)COc2ccccc2)CCC3)c1	11.2%
55	CCOC(=O)c1ccc(NC(=O)COc2cc(C)c(Cl)c(C)c2)cc1	31.9%[activator]
56	CCN(CCC(F)(F)F)C(=O)c1cc2cccc([N+](=O)[O-])c2[nH]1	?
57	CCCCCCCCCCOCCC(=O)O	1.6%[12.5 µM]
58	O=C(COC(=O)c1ccc(N2CCCC2=O)cc1)c1ccc2c(c1)CCC2	14.0%
59	C=C(C)CN(CC)C(=O)c1ccc(NC(=O)c2cccs2)cc1	-0.8%
60	c1ccc(CN2CCc3[nH]cnc3C2c2ccc(-c3ccccn3)cc2)nc1 (configuration not stated)	136.7%[activator]
61	Cc1cc(C)n2nc(C(=O)Nc3cccc(Cl)c3C)nc2n1	9.0%
62	Cc1cc(C(=O)N2CCC3(CC2)CC(N2CCN(CC(C)C)CC2)CCO3)nn1C (configuration not stated)	37.7%
63	COc1ccccc1C1CN(CCNC(=O)c2ccc3c(c2)OCCO3)Cc2ccccc2O1 (configuration not stated)	-39.7%
64	COCc1ccc(CN2CCOc3ccc(C4=CCCCC4)cc3C2)o1	0.7%
65	CCn1ccc(C(=O)N2CCCC2c2nc(C3CCOCC3)no2)n1 (configuration not stated)	36.1%
66	COc1ccc(NC(=O)C2CCN(C(=O)c3ncn4c3COC(c3ccc(OC)cc3)C4)CC2)cc1 (configuration not stated)	36.0%[activator]
67	O=C(NCCc1ccncc1)C1CN(C(=O)c2ccsc2)CC12CCOCC2 (configuration not stated)	35.9%
68	CCC(C)c1ccc(O[C@@H]2O[C@H](CO)[C@@H](O)[C@H](O)[C@H]2NC(C)=O)cc1 (some centres not stated)	-2.2%
69	CN(Cc1ccccc1)C(=O)c1cc(-c2cccnc2)nc2ccccc12	?
70	CC(C)=C(C#N)c1nc2ccccc2[nH]1	4.3%

Molecules shown so far containing a thiophene ring, fused or not (5):
nr	SMILES	12-LOX inh
4	COCC(=O)N(C)C(C)c1cccs1 (configuration not stated)	27.9%[176 µM]
8	Clc1sc(C=Nc2cccc3ccccc23)c(Cl)c1Cl	6.5%
30	CN(C)c1ncnc2sc3c(c12)CCN(Cc1ccncc1)C3	402.1%[activator]
59	C=C(C)CN(CC)C(=O)c1ccc(NC(=O)c2cccs2)cc1	-0.8%
67	O=C(NCCc1ccncc1)C1CN(C(=O)c2ccsc2)CC12CCOCC2 (configuration not stated)	35.9%

Next structures:
nr	SMILES	12-LOX inh
71	COc1ccccc1OCCNC(=O)[C@]12CCCC[C@@H]1N(C)C(=O)CC2	33.1%
72	CCCN1CCCC2(CCN(S(=O)(=O)c3c(C)noc3C)C2)C1=O (configuration not stated)	1.5%
73	CC(=O)N1CCN(C(=O)c2cccnc2)C[C@H]1C(=O)N[C@@H](CC1CCCCC1)C(N)=O	5.4%[176 µM]
74	CCCCCCCCN1C(=O)[C@@H](CC(=O)NCCc2ccccc2OC)C[C@@]2(C(=O)OC)C1=C[C@H](C1CCCC1)O[C@@H]2C	?
75	CC(=O)NC1(C)CN(Cc2ccc(-c3ccc(Oc4ccccc4)cc3)s2)C1	?
76	O=C(N1CCCCC1)N1CCN(C2CCNCC2)C(=O)C1	30.8%[activator]
77	O=C1Cc2c(-c3ccccc3)n[nH]c2CN1CCc1ccncc1	-0.9%[176 µM]
78	COC(=O)c1ccc(C)c(NC(=O)c2sc(COc3ccc(C)cc3)nc2C)c1	16.8%
79	COCCNC(=O)c1cc(C)nc2onc(C3CCCNC3)c12 (configuration not stated)	0.9%[6.33 µM]
80	O=C(C1CN(c2ccc(Cl)cc2)C(=O)N1)N1CCN(Cc2ccccc2)CC1 (configuration not stated)	?
81	CC(C)(Oc1nn(CCOc2ccccc2)c2ccccc12)C(=O)NCc1ccncc1	7.7%[176 µM]
82	COc1cccc(-c2ccnc(-c3nnc(C)n3Cc3ccccc3)c2)c1	1.5%[176 µM]
83	O=C(Nc1cc(F)ccc1F)N1CC(c2noc(-c3ccccc3)n2)C1	13.0%
84	Cc1ccccc1C(=O)N1CCC(c2nn(C)c(=O)[nH]2)CC1	37.7%[176 µM]
85	COc1cc(CNC(=O)CCCc2cccs2)ccc1OCc1cccnc1	35.8%[activator]
86	COc1cccc(CNC(=O)Cn2cccc2-c2nc(-c3ccccc3)no2)c1OC	16.3%
87	Cc1nc(CN2C[C@H](C(=O)Nc3ccc(F)cc3)C[C@@H]2c2ccc(F)cc2)cs1	-16.0%[176 µM]
88	CN1c2cc(C(=O)N3CCC(C(N)=O)CC3)ccc2C(=O)N2CCCCC21 (configuration not stated)	-2.9%
89	CN=c1scc(C)n1/N=C/C1CCCCC1	?
90	COc1ccc(NC(=O)Nc2cccc(-c3ccc(N4CCOCC4)nn3)c2)cc1F	10.4%
91	Cn1cc(S(=O)(=O)N2CCN(Cc3ccccc3F)CC2)c(=O)n(C)c1=O	3.0%
92	COc1ccc(-c2ccc(C(=O)NC3CC(c4cc(=O)[nH]c(N)n4)C3)o2)cc1 (configuration not stated)	-62.0%
93	O=C(NC[C@H]1O[C@@H](CO)[C@@H](O)[C@H]1N1CCN(c2ccc(F)cc2)CC1)c1cccs1	?
94	CC(C)[C@H](NC(=O)c1ccccc1)C(=O)N1CCC[C@H]1C(=O)NCCc1ccccc1Cl	-9.6%
95	Cc1ccccc1-c1nc(N(C)C)c2ccccc2n1	?
96	O=C(NCCSc1ccccc1)c1cc(Cl)c2c(c1)OCCCO2	-22.2%
97	CCn1ccc(C(=O)N2CCCCCCNC(=O)[C@@H]3CCCC[C@@H]32)n1	11.3%
98	O=C(NCCC1=CCCCC1)C1CCN(C(=O)c2ncn3c2COC(c2ccccc2)C3)CC1 (configuration not stated)	52.7%[activator]
99	CC(C)NC(=O)c1ccc(N2CC3CC(C2)[C@H]2CCCC(=O)N2C3)nc1 (some centres not stated)	51.3%[activator]
100	CCCn1c(-n2nc(C)cc2C)nc2c1c(=O)n(Cc1cccc3ccccc13)c(=O)n2C	6.9%
101	O=C(c1cnccn1)N1CCC2(CCN(Cc3cc(C(F)(F)F)cc(C(F)(F)F)c3)CC2)CC1	-19.2%[57.4 µM]
102	O=c1[nH]c(=O)n(Cc2ccco2)c2c1C(C(F)(F)F)(C(F)(F)F)N=C(c1ccccc1)N2	2.1%
103	COc1ccccc1CN1CCC(Cc2ccccc2)CC1	0.562µM*
104	Cc1ccc(C(=O)NCCn2c(C)cnc2C)s1	42.7%[activator]
105	O=C(CCC1CCCCC1)Nc1ccc2sc3ccccc3c(=O)c2c1	-28.2%
106	O=S(=O)(c1ccccc1)N1CCC2(CC1)CN(Cc1ccccc1)C2	9.6%[57.4 µM]
107	COc1cccc(CN2CCCC3(CCN(C(=O)c4ccc(OC)nc4OC)C3)C2)c1 (configuration not stated)	-13.9%
108	Cc1cc(C)c2[nH]c(C(=O)NCc3ccc(C(=O)N(C)C)o3)c(C)c2c1	-64.0%
109	O=c1c(-c2cccs2)nc2cnc(N3CCNCC3)nc2n1C1CC1	?
110	CC(=O)Nc1ccc(CN2CCCC23Cc2ccccc2CNC3=O)cc1 (configuration not stated)	5.8%[6.33 µM]
111	COc1cc(OC)c(C(=O)N[C@H]2COC[C@H]2Cc2cc(C)no2)cc1OC	54.6%
112	CCC(=O)Nc1cccc(C2OC(=O)N(Cc3ccc(C)cc3)C2C(=O)NCCOC)c1 (configuration not stated)	5.6%
113	CC(=O)c1ccc(S(=O)(=O)N2CCCC2c2cccn2C)cc1 (configuration not stated)	?
114	CCN(CCO)CCCC(C)Nc1ccnc2cc(Cl)ccc12 (configuration not stated)	?
115	COC(=O)c1ccc(OC)cc1OCc1ccc(C#N)cc1	24.9%

High-throughput results as filed in PubChem.
